# Kir21 inh – blocks the mouse Kir2.1 inward-rectifier potassium channel. P35561. HEK293-Kir2.1, FluxOR thallium flux fluorescence; stronger effect = lower value. B-score at 10 µM. 310,000 compounds, 0.85% hits;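 active = fluorescence ratio B-score at or below minus 3 SD of library scores, with starting-brightness B-score within 2 SD, cut at about -4.2 in these data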;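 note: channel flux triggered by added potassium and thallium sulfate stimulus; B-score of peak minus minimum fluorescence over baseline after thallium stimulus; more negative B-score means stronger Kir2.1 block with less thallium influx; some compounds called inactive have numbers as strong as hits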
# Target sequence (P35561 whole entry, looked up): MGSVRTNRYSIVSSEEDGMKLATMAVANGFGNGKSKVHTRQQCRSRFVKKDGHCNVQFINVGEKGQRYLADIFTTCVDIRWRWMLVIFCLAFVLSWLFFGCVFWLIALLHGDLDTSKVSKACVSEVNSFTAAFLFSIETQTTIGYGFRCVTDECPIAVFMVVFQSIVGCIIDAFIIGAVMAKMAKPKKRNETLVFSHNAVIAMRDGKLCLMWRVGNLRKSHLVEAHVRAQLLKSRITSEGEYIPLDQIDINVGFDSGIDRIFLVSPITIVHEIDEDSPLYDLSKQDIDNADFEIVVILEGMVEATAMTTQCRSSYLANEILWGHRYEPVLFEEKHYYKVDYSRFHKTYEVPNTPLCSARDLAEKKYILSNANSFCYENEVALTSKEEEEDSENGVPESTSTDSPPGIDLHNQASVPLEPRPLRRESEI
# STK33 kinase inh – human STK33 kinase inhibition | inhibition, % at 10 µM | purified STK33, MBP phosphorylation, ADP-Glo luminescence | Q9BYT3 | 320,000 compounds, 0.073% hits;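 active = inhibition at or above 25%, using the most active replicate where run in duplicate; inactive = inhibition below 25%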
# Target sequence (Q9BYT3 whole entry, looked up): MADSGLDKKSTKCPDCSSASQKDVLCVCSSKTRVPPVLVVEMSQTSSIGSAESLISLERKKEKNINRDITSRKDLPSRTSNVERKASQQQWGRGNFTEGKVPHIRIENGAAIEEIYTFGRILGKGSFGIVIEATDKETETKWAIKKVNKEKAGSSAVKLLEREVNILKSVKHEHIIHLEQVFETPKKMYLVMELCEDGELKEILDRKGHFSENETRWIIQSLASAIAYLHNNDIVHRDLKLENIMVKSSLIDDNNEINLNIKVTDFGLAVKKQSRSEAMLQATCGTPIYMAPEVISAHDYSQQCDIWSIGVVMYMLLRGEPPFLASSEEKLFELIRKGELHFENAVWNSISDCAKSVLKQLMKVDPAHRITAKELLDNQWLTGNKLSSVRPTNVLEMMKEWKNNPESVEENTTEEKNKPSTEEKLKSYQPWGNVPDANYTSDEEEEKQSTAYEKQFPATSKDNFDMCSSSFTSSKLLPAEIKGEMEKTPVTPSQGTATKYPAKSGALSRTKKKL
# * hit, by the source's call; / = no result given.
# Values in the order: Kir21 inh	STK33 kinase inh
> O=C(c1ccc(Cl)c(Cl)c1)N1CCC(=O)N(C(CO)Cc2ccccc2)CC1 (stereo not given)
    1.1	0.1
> CCOc1ccccc1OCCOCCN1CCN(Cc2ccccc2)CC1
    -2.82	-2.5
> Cc1sc2nc(CN3CCN(c4ccc(O)cc4)CC3)[nH]c(=O)c2c1C
    -0.11	7.7
> COc1ccc(OC)c(-c2csc(NC(=O)Cc3ccc(F)cc3)n2)c1
    0.44	-1.4
> Cc1c(C(=O)Nc2ccc(F)c(F)c2)oc2ccc(S(=O)(=O)N3CCCCC3)cc12
    0.59	-2.2
> OC(CCCCN1CCCCC1)c1ccccc1 (stereo not given)
    1.25	-1.0
> Cc1ccc(C(=O)C2COC(=O)C2)cc1 (stereo not given)
    -1.06	-0.6
> CCCc1nnc(SCC(=O)O)n1/N=C/c1ccc2c(c1)OCO2
    1.79	0.0
> COc1cc(C(=O)NCc2ccc3c(c2)OCO3)ccc1OCc1c(C)noc1C
    -0.47	-1.8
> CC1CCC(N2CC(=O)N(Cc3ccc4c(c3)OCO4)C(c3ccc(F)cc3)C2=O)CC1 (stereo not given)
    1.13	-0.6
> O=C(COC(=O)c1ccc(Cl)nc1)Nc1ccc(N2CCCCC2)cc1
    /	0.6
> Cc1cc(O)c2c(CN3CCN(Cc4ccccc4)CC3)cc(=O)oc2c1
    0.25	-0.9
> Cc1onc(-c2ccccc2)c1C(=O)Nc1cccc(C#N)c1
    -0.87	-0.9
> COc1ccc(-c2c(C(F)(F)F)nn(C)c2NC(=O)CSCC(=O)O)cc1
    0.88	-1.0
> O=[S@]1Oc2ccccc2-c2ccccc21
    1.79	-5.0
> Cc1cccc(-c2oc3ccc(-c4ccc5c(c4)OCO5)cc3c2C#Cc2cncn2C)c1
    /	-2.3
> O=C(Nc1cccc(C(F)(F)F)c1)C1C2CC3OC(=O)C1C3C2 (stereo not given)
    0.17	-1.4
> CCNS(=O)(=O)c1ccc(NC(=O)c2ccccc2SCCOC)cc1
    0.56	0.3
> NS(=O)(=O)c1cccc(NC(=O)c2cccnc2Oc2ccccc2)c1
    0.03	1.2
> O=C(NN=C1CCCC1)c1[nH]c2ccc(Br)cc2c1-c1ccccc1
    0.44	0.1
> COc1cc(/C=N/Nc2ccccn2)cc(OC)c1O
    -1.57	2.5
> O=C(NC1CCCC1)C(c1ccc(Cl)cc1)N(Cc1ccc(F)cc1)C(=O)CCl (stereo not given)
    -3.2	1.3
> COc1ccc(CNC(=O)c2cc(=O)c3cc(C)cc(C)c3o2)cc1
    -0.55	1.1
> CCCN(CC1CC1)c1nc(N)c(C#N)c(CC#N)c1C#N
    -0.62	-4.6
> CCOc1ccc(S(=O)(=O)N(C)C2CCCCC2)cc1
    -0.01	0.1
> CCc1ccc(OCC(=O)N/N=C2\CC(=O)c3ccccc32)cc1
    0.24	-0.4
> O=[N+]([O-])c1ccc(N2CCSCC2)cc1
    -2.81	-4.1
> COc1cc(/C=N/Nc2nn3cnnc3c3ccccc23)cc(OC)c1OC
    -1.4	0.8
> CCOc1cc(N2CCOCC2)c(OCC)cc1NC(=O)CN1CCSC1=O
    /	-0.2
> Cc1cc(NC(=O)CN2C(=O)c3ccccc3C2=O)no1
    0.98	-0.8
> Cc1cc(C)c2nc(-c3cccc(Cl)c3)c(C)c(C(=O)N3CCOCC3)c2c1
    -0.99	2.2
> CC(=O)Nc1nn(C)c2nc(C)cc(C)c12
    -0.2	0.7
> CCN(CC)S(=O)(=O)c1ccc2c(c1)nc(CCC(=O)Nc1ccccc1Cc1ccccc1)n2CC
    -3.49	-0.7
> O=C(NCc1ccccc1)C1=C[C@H](c2ccc3c(c2)OCO3)C[C@H](OCCCCO)O1
    0	-2.0
> COc1ccc(CCNC(=O)CSc2nn3c(=O)c(C)nnc3s2)cc1OC
    0.55	-0.3
> O=C(NC(=S)Nn1cnc2c(cnn2-c2ccccc2)c1=O)c1ccccc1
    0.02	-1.0
> O=S(=O)(NCc1ccco1)c1ccc(Cl)s1
    /	-0.4
> COCCCNC(=S)N/N=C/c1ccc(OC)c(Br)c1
    -0.8	0.7
> c1ccc(-n2ncc3c(N4CCC5(CC4)OCCO5)ncnc32)cc1
    -0.66	-2.4
> CS(=O)(=O)N1CC(C(=O)NC2CC2)Oc2ccc(Cl)cc21 (stereo not given)
    -0.63	-3.5
> COc1ccc(-c2cc(-c3ccccc3)nc(N3CCCC3)n2)cc1OC
    0.06	-1.7
> Cc1ccccc1C(=O)N1CCCC(CCC(=O)N2CCN(c3ccccn3)CC2)C1 (stereo not given)
    -0.49	-0.5
> CS(=O)(=O)N(Cc1ccc(Cl)cc1)c1ccc(C(=O)N2CCN(c3ccccc3)CC2)cc1
    0.03	-0.8
> O=C1NC(=Nc2cccnc2)S/C1=C/c1ccc(F)cc1
    2.32	-1.4
> O=C(Cc1ccc([N+](=O)[O-])cc1)N1N=C(c2ccncc2)CC1(O)C(F)(F)F (stereo not given)
    -1.58	-1.9
> COCCNC(=O)Nc1ccc2nc(-c3cccs3)c(-c3cccs3)nc2c1
    -1.04	0.4
> CCO/N=C(/C)c1c(O)cc(C(C)(C)C)n(-c2ccccc2)c1=O
    -1.18	-0.4
> COc1ccccc1C(CNC(=S)NCc1ccccc1)N1CCCC1 (stereo not given)
    -2.08	-0.1
> COc1cccc(N2CC(C)Cn3c2nc2c3c(=O)[nH]c(=O)n2C)c1 (stereo not given)
    2.63	1.8
> CCN(CC)c1ccc(C2C3CCCCC3(O)CCN2CC(=O)N2CCCCC2)cc1 (stereo not given)
    0.89	0.0
> O=C(Nc1ncnc2sc3c(c12)CCCCC3)c1ccc(F)cc1
    -0.11	-0.9
> COc1ccc(C(c2nnnn2C2CCCCC2)N2CCN(C)CC2)c(OC)c1 (stereo not given)
    -0.54	0.3
> C/C(=N\NC(=O)c1c(C)nc2ccccn12)c1cccc([N+](=O)[O-])c1
    0.1	-1.7
> CS(=O)(=O)N(CC(=O)O)c1ccc2c(c1)OCO2
    0.02	-7.3
> CCOc1ccc(-n2c(SCC(N)=O)nc3sc4c(c3c2=O)CCN(C)C4)cc1
    0.58	-0.1
> CC(C)(C)NC(=O)CN(C(=O)C1CSC(=O)C1)c1ccc2c(c1)OCCO2 (stereo not given)
    -0.03	0.4
> CC1CN(C(=O)c2cc(COc3c(F)cccc3F)on2)CCN1C (stereo not given)
    0.74	0.5
> COc1ccc(OCc2nnc(SCC(N)=O)n2N)cc1
    0.03	0.3
> CNC(=O)Nc1ccccc1C(=O)NCc1ccccc1
    -2.04	0.4
> CNS(=O)(=O)c1cccc(C(=O)Nc2cccc(Cl)c2)c1
    0.37	-0.7

# More records.
# Values in the order: Kir21 inh	STK33 kinase inh
> CSc1ccccc1NC(=O)COC(=O)Cn1cc(C(F)(F)F)ccc1=O
    /	0.8
> CC(C)(C)C(=O)NC(=S)Nc1ccc(Cl)c(C(=O)O)c1
    -0.06	-0.3
> COc1ccc(S(=O)(=O)N2CCOC2CNC(=O)C(=O)NCCc2ccc(OC)c(OC)c2)cc1C (stereo not given)
    -1.51	3.0
> O=C(c1cccs1)N1CCN(S(=O)(=O)c2ccc(F)cc2)CC1
    0.34	0.9
> Cc1ccc(C)c(SCC(=O)NC(=O)Nc2ccc3c(c2)OCCO3)c1
    0.38	-0.9
> O=C1CCN(Cc2nc(-c3ccc(Cl)cc3)no2)CCN1
    0.02	0.1
> CCOC(=O)[C@H]1[C@H]2COc3ccccc3[C@@H]2N2C(=O)c3cc(OC)ccc3NC(=O)[C@@]12C
    /	0.0
> O=C1[C@H]2[C@@H](c3ccc(F)cc3)N3C(=O)N(c4cccc(F)c4)C(=O)[C@@]3(Cc3ccccc3)[C@H]2C(=O)N1C1CCCCC1
    -0.08	0.0
> O=C(COc1ccccc1C(=O)NCc1ccccn1)Nc1ccc(Br)cc1
    -0.02	-0.2
> CCOC(=O)c1c(NC(C)=O)sc2c1C1CCN2CC1
    1.07	-0.8
> CC1(C)CC(=O)C(=C2SCCCS2)C(=O)C1
    -2.28	-0.4
> CCn1c(CNc2ccccc2Cl)nnc1SCC(=O)NCc1ccccc1
    -0.77	-1.1
> Nc1ccc(S(=O)(=O)N2CCC(Cc3ccccc3)CC2)cc1
    2.46	-3.7
> Cc1ccccc1CNCc1ccc2c(c1)OCO2
    -2.53	/
> O=C(O)c1cc(S(=O)(=O)N2CC3CC3C2C(=O)O)c(Cl)cc1Cl (stereo not given)
    0.55	-0.3
> O=S1(=O)CC(O)C(Nc2ccccc2)C1 (stereo not given)
    0.01	-2.0
> CC#CC(=O)N1CCC(CCC(=O)N(C)Cc2ccccc2)CC1
    0.91	-0.6
> FC(F)(F)c1ccc(NC2=NCCC2)cc1
    -2.13	-2.4
> O=C(CSc1nncc2ccccc12)Nc1cccc(O)c1
    -1.69	1.6
> O=C(Cn1c(=O)oc2ccccc21)Nc1nc(-c2ccc(Br)cc2)cs1
    -1.73	-0.5
> CCn1cc(CNC(=O)CCc2nnc(CCC3CCCCC3)o2)cn1
    0.24	-2.1
> CCSC(C)CC1C/C(=N/O)c2c(CC)noc2C1 (stereo not given)
    -0.13	1.3
> CCOCCCNC(=O)c1ccc2c(c1)OCO2
    1.36	0.1
> CCn1c(CSc2nc(C)cc(C)n2)nnc1SCC(=O)Nc1ccccc1
    0.15	-1.7
> O=C(Cc1ccccc1)Nc1nnc(-c2cccc([N+](=O)[O-])c2)s1
    1.04	-0.7
> O=C(CSc1nnc(-c2cccnc2)n1Cc1ccccc1)N1CCOCC1
    -0.19	-1.2
> CCOC(=O)CC(NC(=O)CCc1c(C)nc2nc(C)nn2c1C)c1ccc(OC(C)C)cc1 (stereo not given)
    0.54	0.5
> CCOC(=O)C1=C(CN2CCN(C(=O)c3ccco3)CC2)NC(=O)NC1c1ccc(C)cc1 (stereo not given)
    -0.01	-1.8
> COc1ccc(C)cc1NC(=O)NC(C)c1ccncc1 (stereo not given)
    -1.26	-0.5
> COc1ccc(OCC(=O)N/N=C/c2ccc(OC)c(OC)c2C(=O)O)cc1
    -0.07	-2.5
> O=C(COC(=O)c1cccs1)Nc1cccc(S(=O)(=O)N2CCOCC2)c1
    -1.4	-0.8
> CCOc1ccc(C)cc1S(=O)(=O)Nc1ccc(Cl)cn1
    1.72	1.0
> CCn1c(SCC(=O)Nc2ccc(NC(=O)c3cccs3)cc2)nnc1-c1cccnc1
    -0.77	-3.3
> CCOC(=O)c1nc(Nc2ccccc2C)c2ccccc2n1
    0.67	-0.1
> CCOc1ccc(C(=O)NC2CCN(C(=S)Nc3ccccc3C)CC2)cc1
    0.95	-0.7
> Cc1sc(N)c(C(=O)c2ccccc2)c1C
    -0.05	-2.2
> COc1ccc(C2(CNC(=O)Cc3ccc(OC)c(OC)c3)CCOCC2)cc1
    0.32	-1.1
> Cc1ccc(/C(N)=N/OC(=O)CCCc2ccccc2)cc1
    -0.28	-2.2
> Cc1[nH]c2ccccc2c1/C=N\NC(=O)c1ccco1
    1.97	-1.2
> CCOc1ccccc1-c1cc(C(=O)N/N=C(\C)c2cccnc2)c2ccccc2n1
    -0.03	-0.5

# Six compounds out of the list above, arranged by the value under Kir21 inh, rising.
# Values in the order: Kir21 inh	STK33 kinase inh
> O=[N+]([O-])c1ccc(N2CCSCC2)cc1
    -2.81	-4.1
> Cc1ccccc1CNCc1ccc2c(c1)OCO2
    -2.53	/
> CCOc1ccc(S(=O)(=O)N(C)C2CCCCC2)cc1
    -0.01	0.1
> CS(=O)(=O)N(CC(=O)O)c1ccc2c(c1)OCO2
    0.02	-7.3
> Cc1cc(NC(=O)CN2C(=O)c3ccccc3C2=O)no1
    0.98	-0.8
> CC1CCC(N2CC(=O)N(Cc3ccc4c(c3)OCO4)C(c3ccc(F)cc3)C2=O)CC1 (stereo not given)
    1.13	-0.6

# Next entries.
# Values in the order: Kir21 inh	STK33 kinase inh
> CC(=Nc1cccc(O)c1)c1sc2ccccc2c1O
    0.68	4.6
> Cn1cc(CN2CCC(O)CC2)c(-c2ccc(Oc3ccccc3)cc2)n1
    -0.11	-1.8
> CN(C)CCCSc1nc2ccccc2s1
    -0.63	-0.1
> CCN(C(=O)CC(C)C)c1nnc(Cn2nnc3ccccc32)s1
    -0.79	-0.3
> O=C(NC(=S)Nc1ccc(N2CCOCC2)c(Cl)c1)C(c1ccccc1)c1ccccc1
    0.72	-0.6
> CCC1(C)NC(=O)N(CC(=O)Nc2sc3c(c2C(=O)OC)CCCCC3)C1=O (stereo not given)
    -1.2	1.1
> CCOC(=O)C1=C(COC(=O)CCNS(=O)(=O)c2ccc(C)c(C)c2)NC(=O)NC1C (stereo not given)
    /	-1.5
> CC(C)C(=O)NC(=S)Nc1ccccc1C(=O)NC1CCCCC1
    0.47	-0.4
> COc1ccccc1CC(=O)Nc1ccc(-c2nnc(-c3ccco3)o2)cc1
    0.25	-1.0
> O=C(NCCC1=CCCCC1)C(=O)NCc1ccccc1Cl
    0.43	-0.7
> C=CCOc1ccc(C2/C(=C(\O)c3c(C)[nH]c(C(=O)OC)c3C)C(=O)C(=O)N2CCN(C)C)cc1 (stereo not given)
    1.17	-1.3
> COc1ccc(OC)c(NC(=O)CN2CCC(NC(=O)c3ccccc3C)CC2)c1
    0.76	-0.3
> S=c1[nH]nc(-c2cccc(Cl)c2)n1/N=C/c1ccc(-c2ccccc2Br)o1
    -1.62	0.7
> COc1ccccc1NC(=O)c1cc2c(CO)cnc(C)c2oc1=Nc1ccc(OC)c(OC)c1
    1.61	-1.3
> Cc1cccc(C(=O)Nc2c3c(nn2C(C)(C)C)CS(=O)(=O)C3)c1
    0.87	2.4
> COCCCNC(=S)NNC(=O)c1cc(-c2cccnc2)nc2ccccc12
    1.54	-0.2
> COc1ccc(N2CCN(C(CNC(=O)c3ccco3)c3cccnc3)CC2)cc1 (stereo not given)
    -0.14	-1.1
